CHT block: inhibits the human high affinity choline transporter | Q9GZV3 | CHT-expressing cells, membrane potential dye, choline response; hits give low values | B-score at 10 µM | 310,000 compounds, 0.86% hits | AID 488975;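 active = B-score over 3 SD under the library average, and starting fluorescence ratio not unusually high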;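 also: choline stimulus applied at its EC90 after an EC20 pre-addition; B-score computed on integrated fluorescence ratio after choline addition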
Target sequence (Q9GZV3 whole entry, looked up): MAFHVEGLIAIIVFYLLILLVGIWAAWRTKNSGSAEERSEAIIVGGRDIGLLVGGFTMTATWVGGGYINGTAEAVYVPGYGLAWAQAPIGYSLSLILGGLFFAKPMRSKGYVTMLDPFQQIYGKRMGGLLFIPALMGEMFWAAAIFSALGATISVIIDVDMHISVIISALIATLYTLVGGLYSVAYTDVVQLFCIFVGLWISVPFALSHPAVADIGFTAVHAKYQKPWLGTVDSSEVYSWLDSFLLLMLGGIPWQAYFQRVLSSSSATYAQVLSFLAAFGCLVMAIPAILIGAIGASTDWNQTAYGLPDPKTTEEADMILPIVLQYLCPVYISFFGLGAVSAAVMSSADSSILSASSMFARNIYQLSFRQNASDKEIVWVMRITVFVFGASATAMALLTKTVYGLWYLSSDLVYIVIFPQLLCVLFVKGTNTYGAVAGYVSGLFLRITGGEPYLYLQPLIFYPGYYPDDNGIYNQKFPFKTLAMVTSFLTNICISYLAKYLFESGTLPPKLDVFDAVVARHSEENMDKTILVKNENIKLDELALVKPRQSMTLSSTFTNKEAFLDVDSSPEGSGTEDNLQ
CHT allo act: allosteric activators of human choline transporter CHT; CHT-expressing cells, membrane potential dye, choline EC20; hits give high values; LV-AA mutant CHT in HEK293 cells; B-score at 10 µM; 310,000 compounds, 0.49% hits; AID 488977;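 active = initial fluorescence not abnormally high and integrated response B-score, plate-corrected, over 3 SD above library mean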
Calls only.

Screening COC(=O)CC1c2cc(OC)c(OC)cc2CC(=O)c2cc(OC)c(OC)cc21 (stereo not given) returned CHT block inactive and CHT allo act inactive.
For Cc1cc(C)nc(SC2CC(=O)N(c3ccc(Br)cc3)C2=O)n1 (stereo not given) the results were CHT block inactive and CHT allo act inactive.
CCCn1c(SCC(=O)NCCc2ccc(Cl)cc2Cl)n[nH]c1=O was read as CHT block inactive and CHT allo act inactive.
Screening CCOc1ccc(OCC)c(S(=O)(=O)N2CCOCC2)c1 returned CHT block inactive and CHT allo act inactive.
N#CC1=C(N)C(C#N)(C#N)C(c2cccnc2)C2CN(C(=O)OCc3ccccc3)CC=C12 (stereo not given) was read as CHT block inactive and CHT allo act inactive.
For Cc1c(NC(=O)C(C)OC(=O)CC2CC3CCC2C3)c(=O)n(-c2ccccc2)n1C (stereo not given) the results were CHT block inactive and CHT allo act inactive.
COc1ccc(NC(=O)C2CCCN(S(=O)(=O)c3c(C)[nH]c(=O)[nH]c3=O)C2)cc1 (stereo not given) was read as CHT block inactive and CHT allo act inactive.
Screening Cc1oc2cc3oc(=O)cc(C)c3cc2c1C returned CHT block inactive and CHT allo act inactive.
For O=C(COc1coc(CN2CCc3ccccc3C2)cc1=O)Nc1ccc([N+](=O)[O-])cc1 the results were CHT block inactive and CHT allo act inactive.
Screening O=C(N/N=C/c1c(O)ccc2ccccc12)c1cccc(C(F)(F)F)c1 returned CHT block inactive and CHT allo act inactive.
O=C(c1ccccc1)N1CCN2C(=O)c3ccccc3C12c1ccc(Cl)cc1 (stereo not given) was read as CHT block inactive and CHT allo act inactive.
`Cn1nc(C(=O)OCC(=O)Nc2ccc3ccccc3c2)c2ccccc2c1=O` gave CHT block inactive and CHT allo act inactive.
O=C(Nc1nc(-c2nc3ccccc3s2)cs1)c1ccco1 was read as CHT block inactive and CHT allo act inactive.
COc1ccc(N2C(=O)CCC2=O)cc1 was read as CHT block inactive and CHT allo act inactive.
For O=C(c1ccccc1)N1CCC(O)(c2ccc3c(c2)OCO3)CC1 the results were CHT block inactive and CHT allo act inactive.
For CSc1nnc(-c2cccc(NC(=S)NN)c2)o1 the results were CHT block inactive and CHT allo act inactive.
COc1ccc(S(=O)(=O)N2CCSC2c2ccccc2)cc1 (stereo not given) was read as CHT block inactive and CHT allo act inactive.
For O=C(c1ccc(OC2CCN(Cc3ccccc3OC(F)F)CC2)cc1)N1CCCC1 the results were CHT block inactive and CHT allo act inactive.
Cc1ccc(C(=O)NC2CC(C)(C)NC(C)(C)C2)cc1C was read as CHT block inactive and CHT allo act inactive.
Screening CC(C)CCNC(=S)Nc1ccc(Br)cc1 returned CHT block inactive and CHT allo act inactive.
O=C(NCCCCNC(=O)c1cccnc1)c1cccnc1 was read as CHT block inactive and CHT allo act inactive.
COc1ccc(C(=O)NC(C)C2CC3CCC2C3)c(OC)c1 (stereo not given) was read as CHT block inactive and CHT allo act inactive.
For CCCCN(C)C(=O)C1CCN(CCCc2ccccc2)CC1 the results were CHT block inactive and CHT allo act inactive.
Cc1nn(C(C)C(=O)NCCN2CCCC2)c(=O)c2c1sc1ccccc12 (stereo not given) was read as CHT block inactive and CHT allo act inactive.

11 compounds from above, sorted by length of the SMILES, highest first:
For O=C(c1ccc(OC2CCN(Cc3ccccc3OC(F)F)CC2)cc1)N1CCCC1 the results were CHT block inactive and CHT allo act inactive.
O=C(c1ccccc1)N1CCN2C(=O)c3ccccc3C12c1ccc(Cl)cc1 (stereo not given) was read as CHT block inactive and CHT allo act inactive.
`Cn1nc(C(=O)OCC(=O)Nc2ccc3ccccc3c2)c2ccccc2c1=O` gave CHT block inactive and CHT allo act inactive.
Cc1nn(C(C)C(=O)NCCN2CCCC2)c(=O)c2c1sc1ccccc12 (stereo not given) was read as CHT block inactive and CHT allo act inactive.
For O=C(c1ccccc1)N1CCC(O)(c2ccc3c(c2)OCO3)CC1 the results were CHT block inactive and CHT allo act inactive.
Cc1ccc(C(=O)NC2CC(C)(C)NC(C)(C)C2)cc1C was read as CHT block inactive and CHT allo act inactive.
COc1ccc(S(=O)(=O)N2CCSC2c2ccccc2)cc1 (stereo not given) was read as CHT block inactive and CHT allo act inactive.
For CCCCN(C)C(=O)C1CCN(CCCc2ccccc2)CC1 the results were CHT block inactive and CHT allo act inactive.
For CSc1nnc(-c2cccc(NC(=S)NN)c2)o1 the results were CHT block inactive and CHT allo act inactive.
Screening CC(C)CCNC(=S)Nc1ccc(Br)cc1 returned CHT block inactive and CHT allo act inactive.
COc1ccc(N2C(=O)CCC2=O)cc1 was read as CHT block inactive and CHT allo act inactive.

The listing continues.
`CCNC(=O)NC(=O)C(C)OC(=O)C1CCN(S(=O)(=O)c2ccc(C)c(C)c2)CC1` (stereo not given) gave CHT block inactive and CHT allo act inactive.
Screening COc1cc(/C=N/NC(=O)Cc2nnc(N)s2)cc(OC)c1OC returned CHT block inactive and CHT allo act inactive.
`COc1ccc(-c2cc(C(=O)NNC3=NCCC3)c3c(C)nn(-c4ccccc4)c3n2)cc1` gave CHT block inactive and CHT allo act inactive.
`Cc1c(NS(=O)(=O)c2ccc3c(c2)Cc2ccccc2-3)c(=O)n(-c2ccccc2)n1C` gave CHT block inactive and CHT allo act inactive.
For CC(=O)N(C(C)=O)c1c(N2CCCC2)c2ccccc2oc1=O the results were CHT block inactive and CHT allo act inactive.
For O=C(NCc1ccccc1)C1=C[C@@H](c2ccccc2)C[C@@H](OCc2ccc(CO)cc2)O1 the results were CHT block inactive and CHT allo act inactive.
`COc1cc(NC(=S)NCCc2c[nH]c3ccccc23)c(OC)cc1Cl` gave CHT block inactive and CHT allo act inactive.
`CN(NC(=O)c1ccccc1Cl)c1ncc(C(F)(F)F)cc1Cl` gave CHT block inactive and CHT allo act inactive.
For CC1CCCN(CCCNC(=O)C2CCC(CNS(=O)(=O)c3cccc4nsnc34)CC2)C1 (stereo not given) the results were CHT block inactive and CHT allo act inactive.
Screening Cc1nn(C)c(C)c1CN(C)S(=O)(=O)c1ccc(F)cc1 returned CHT block inactive and CHT allo act inactive.
CCCOc1ccc(C(=O)NC(=S)Nc2nc(C)c(C(=O)N(C)C)s2)cc1 was read as CHT block inactive and CHT allo act inactive.
`COCCSc1nc2c(c(=O)[nH]c(=O)n2C)n1CCC(C)C` gave CHT block inactive and CHT allo act inactive.
Cc1ccc(NC(=O)c2onc(C)c2Cl)cc1 was read as CHT block inactive and CHT allo act inactive.
For S=C(NCCc1ccccn1)Nc1ccccc1Cl the results were CHT block inactive and CHT allo act inactive.
COc1ccc(NC(=O)Nc2c(C)n(C)n(-c3ccccc3)c2=O)cc1 was read as CHT block inactive and CHT allo act inactive.
For N/C(=N\N=C\c1cccc(O)c1)c1nonc1N the results were CHT block inactive and CHT allo act inactive.
Screening COc1ccc2[nH]cc(CCNC(=O)Nc3ccccc3)c2c1 returned CHT block inactive and CHT allo act inactive.
Screening CCOC(=O)N1CCN(Cc2c(NC(=O)c3ccco3)sc(C)c2C)CC1 returned CHT block inactive and CHT allo act inactive.
Screening CCN(CC)CC(=O)Nc1nn(-c2ccccc2)nc1C(N)=O returned CHT block inactive and CHT allo act inactive.
Screening Cc1ccc(Cn2nc(-c3ccccc3)nc2-c2ccccc2)cc1 returned CHT block inactive and CHT allo act inactive.
`CCOc1ccc(N2C(=O)CC(N3CCN(C(=O)CN4CCCC4)CC3)C2=O)cc1` (stereo not given) gave CHT block inactive and CHT allo act inactive.
Screening Cc1oc(-c2ccccc2Cl)nc1CN(Cc1ccccn1)C[C@@H]1CCC(=O)N1 returned CHT block inactive and CHT allo act inactive.
For Cn1cccc1C1C(C#N)=C(N)OC2=C1C(=O)CC(C)(C)C2 (stereo not given) the results were CHT block inactive and CHT allo act inactive.
`CC(NC(=O)NNC(N)=S)(C(F)(F)F)C(F)(F)F` gave CHT block inactive and CHT allo act inactive.
CCC(C)c1ccc(NC(=O)c2cccnc2)cc1 (stereo not given) was read as CHT block inactive and CHT allo act inactive.
For COc1ccc(C(C(=O)NC2CCCCC2)N(Cc2cccs2)C(=O)Cc2c[nH]c3ccccc23)cc1OC (stereo not given) the results were CHT block inactive and CHT allo act inactive.
`COc1ccc(S(=O)(=O)N2CCCCC2)cc1NC(=O)Cn1c(=O)cnc2ccccc21` gave CHT block inactive and CHT allo act inactive.
For Cc1ccc(N2C(=O)N(CC(=O)NC(N)=O)C(=O)C2C)cc1 (stereo not given) the results were CHT block inactive and CHT allo act inactive.
Screening Cc1ccc(/C=N/NC(=O)CSc2nc3nc(C)cc(C)n3n2)cc1 returned CHT block inactive and CHT allo act inactive.
Screening Cc1cc(C(=O)N(C)CC2CCCN(CCc3ccc(F)cc3)C2)c(C)o1 (stereo not given) returned CHT block inactive and CHT allo act inactive.
Screening CC1(C)O[C@H]2OC([C@H](O)CON3C(=O)c4ccccc4C3=O)[C@H](O)[C@H]2O1 (stereo not given in full) returned CHT block inactive and CHT allo act inactive.
`COc1ccc(CNc2nc3c(c(=O)[nH]c(=O)n3C)n2Cc2ccccc2)cc1` gave CHT block inactive and CHT allo act inactive.
For CCn1c(SCC(=O)N/N=C/c2cccs2)nc2ccccc21 the results were CHT block inactive and CHT allo act inactive.
Screening N#CCSc1nc(N)c(C#N)c(C2CCCCC2)c1C#N returned CHT block inactive and CHT allo act inactive.
Screening O=C(CN(C(=O)CCC(=O)Nc1ccccn1)c1ccc2c(c1)OCO2)NCc1ccc(F)cc1 returned CHT block inactive and CHT allo act inactive.
For COc1ccc2[nH]c(=O)c(CN(C)C(=O)C3CCCCC3)cc2c1 the results were CHT block inactive and CHT allo act inactive.
Screening CCC(CC)C(=O)c1c[nH]c(C(=O)N2CCN(c3ccccc3)CC2)c1 returned CHT block inactive and CHT allo act inactive.
`Cn1c(=O)c2c(ncn2CC(=O)N2CCCc3ccccc32)n(C)c1=O` gave CHT block inactive and CHT allo act inactive.
For CCCCNC(=O)N1CCN(Cc2ccc(F)cc2)CC1 the results were CHT block inactive and CHT allo act inactive.
Screening COc1ccccc1N1CCN(C(=O)c2cc(=O)c3ccc(C)cc3o2)CC1 returned CHT block inactive and CHT allo act inactive.
`COC(=O)c1c(NC(=O)CN2CCN(c3ncccn3)CC2)sc(C(N)=O)c1C` gave CHT block inactive and CHT allo act inactive.
For CCc1cc(S(=O)(=O)N2CCN(C(=O)c3ccco3)CC2)ccc1OC the results were CHT block inactive and CHT allo act inactive.
COC(=O)CC(NC(=O)CN1CCN(c2ccc(F)cc2)CC1)c1cccc(F)c1 (stereo not given) was read as CHT block inactive and CHT allo act inactive.
For CC(C)c1ccc(NC(=S)NC2CCCCCC2)cc1 the results were CHT block inactive and CHT allo act inactive.
Screening O=c1[nH]c(C2C3CC4CC(C3)CC2C4)nc2ccccc12 (stereo not given) returned CHT block inactive and CHT allo act inactive.
For COc1ccc(Br)cc1/C=C/C(=O)c1ccc(NC(C)=O)cc1 the results were CHT block inactive and CHT allo act inactive.
Screening Cc1cc(=O)n(C)c2ccc(S(=O)(=O)N3CCOCC3)cc12 returned CHT block inactive and CHT allo act inactive.
CSC(=NCc1ccco1)NC#N was read as CHT block inactive and CHT allo act inactive.
`O=C1NC2(CCCCCC2)C(=O)N1Cc1ccccc1Cl` gave CHT block inactive and CHT allo act inactive.
CC(C)COC(=O)C1C2C=CC3(CN(C4CCCC4)C(=O)C13)O2 (stereo not given) was read as CHT block inactive and CHT allo act inactive.
Screening S=c1[nH]c(-c2ccc(Cl)cc2)cs1 returned CHT block inactive and CHT allo act inactive.
Nc1ccc(-c2nc3ccc(N)cc3o2)cc1 was read as CHT block inactive and CHT allo act inactive.
Screening CS(=O)(=O)c1ccc(NCC2CCCO2)c([N+](=O)[O-])c1 (stereo not given) returned CHT block inactive and CHT allo act inactive.
For COc1ccc(CCN(Cc2ccccn2)C(=S)Nc2ccccc2C)cc1OC the results were CHT block inactive and CHT allo act inactive.
`Cc1[nH]n(-c2cccc3ccccc23)c(=O)c1/C=N/NC(=O)c1cccc([N+](=O)[O-])c1` gave CHT block inactive and CHT allo act inactive.
For CC(C)CN1CCN(Cc2cnc(N3CCOCC3)s2)CC1CCO (stereo not given) the results were CHT block inactive and CHT allo act inactive.
For O=C(Nc1ccc(-c2nnc(-c3ccccc3)o2)cc1)C(F)(F)F the results were CHT block inactive and CHT allo act inactive.
For C=C(C)COc1ccc(-c2nc(N)nc(C)c2-c2ccc(OC)cc2)c(O)c1 the results were CHT block inactive and CHT allo act inactive.
COc1cccc2cc(C(=O)n3ccc(C)n3)c(=O)oc12 was read as CHT block inactive and CHT allo act inactive.
CC(=O)N[C@@H](Cc1c[nH]c2ccccc12)C(=O)NCCc1ccc(S(N)(=O)=O)cc1 was read as CHT block inactive and CHT allo act inactive.
CCOc1ccc2c(c1)c1nc3ccccc3nc1n2C was read as CHT block inactive and CHT allo act inactive.
Cn1c(N)c(C(=O)Nc2ccc3ccccc3c2)sc1=S was read as CHT block inactive and CHT allo act inactive.
Screening O=C(Nc1cc(N2CCCCC2)ncn1)c1ccccc1 returned CHT block inactive and CHT allo act inactive.
For O=C(NCc1ccncc1)c1cc(C(=O)C2CCCCC2)c[nH]1 the results were CHT block inactive and CHT allo act inactive.
CCOCCCNC(=O)CN1N=C(c2ccc(C)cc2)CCC1=O was read as CHT block inactive and CHT allo act inactive.
COc1ccc(OC)c(NC(=O)CSc2nnc(N)s2)c1 was read as CHT block inactive and CHT allo act inactive.
For O=C(NCCCN1CCOCC1)c1c(F)cccc1F the results were CHT block inactive and CHT allo act inactive.
CCO[C@H]1OC(C(=O)Nc2ccccc2)=C[C@@H](c2ccc(Br)cc2)[C@@H]1CCCO was read as CHT block inactive and CHT allo act inactive.
COC(=O)c1sccc1NC(=O)Nc1cc(C)ccc1C was read as CHT block inactive and CHT allo act inactive.
`CCc1ccccc1NC(=O)CN(C)C(=O)CSc1nc2cc(Cl)ccc2s1` gave CHT block inactive and CHT allo act inactive.
For S=c1[nH]nc(-c2ccco2)n1/N=C/c1ccc(Cl)c(Cl)c1 the results were CHT block inactive and CHT allo act inactive.
CCOC(=O)Cc1csc(NC(=O)c2ccc(S(=O)(=O)N3CCCC3)cc2)n1 was read as CHT block inactive and CHT allo act inactive.

Screens as filed in PubChem.

The order is random; 1.5% or so of the library scored in one or more.
